# Runt-SMMHC FRET – Runt domain-CBFb-SMMHC interaction inhibition; 0.74% of 220,000 active; Q01196+Q13951; Cerulean-Runt/Venus-CBFb-SMMHC FRET ratio 530/480, 1 h; inhibition, % at 20 µM; AID 1434;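 active = mean inhibition across duplicate retests at 20 µM reaching about 50%, limit read from the data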;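 also: 0% = DMSO wells and 100% = wells with excess untagged CBFb-SMMHC; inhibitors lower the FRET ratio by blocking Runt binding to CBFb-SMMHC; some results filed as inactive read as strong as hits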
# m-calpain inh – inhibitors of pig calpain II; purified calpain II, fluorogenic peptide substrate, 30 min; inhibition, % at 16 µM; 0.37% of 220,000 active; AID 1236;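 active = inhibition above about 50%, limit read from the data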
# TbHK1 inh – blocks Trypanosoma brucei hexokinase 1 activity; recombinant TbHK1, G6PDH-coupled NADH A340; 0.11% of 220,000 active; AID 1430; inhibition, % at 10 µM;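 active = inhibition of 50% or more in the single-dose primary screen; inactive = inhibition below 50%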
# EBV gp42 block – EBV gp42 inhibition. Q1HVG2. Fluorescence polarization binding assay, mP read-out. inhibition, % (tested at 21.74 µM). 0.42% of 220,000 active. AID 1085; in the data active = inhibition above about 50%
# RBBP9 inh – inhibitors of human serine hydrolase RBBP9 | O75884 | recombinant RBBP9, FP-Rh probe fluorescence polarization | inhibition, % at 7.94 µM | 0.2% of 220,000 active | AID 1515;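 active = inhibition above the campaign mean of all tested compounds plus 3 SD, cut at about 14% in these data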;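 also: plate controls were DMSO wells with RBBP9 for no effect and wells lacking RBBP9 protein for full effect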
#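 System: RBBP9 protein / Buffer or medium: Tris/NaCl buffer pH 8.0 with 0.1% Pluronic / Probe or stimulus: Serine-hydrolase probe FP-Rh, 375 nM pre-mixing / Dosing: 7.94 µM single dose, 0.794% DMSO / Times: enzyme-compound preincubation 30 min, then probe labeling 45 min, 25 °C / Technique: fluorescence polarization (mP), excitation 525 nm, emission 598 nm / Replication: singlicate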
# Runt-CBFb FRET – inhibitors of human RUNX1 Runt domain binding to CBFb. Q01196+Q13951. Cerulean-Runt/Venus-CBFb FRET ratio 530/480, 1 h. inhibition, % at 20 µM. 0.46% of 220,000 active. AID 1496;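 active = inhibition over about 50% at 20 µM in the single-dose screen, limit read from the data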;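 also: 0% = DMSO wells and 100% = excess unlabeled CBFb competitor control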
#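 Reagent – Venus-CBFb binding partner, 100 nM · Assay system – Cerulean-tagged RUNX1 Runt domain (FRET donor) fusion protein · Input – 100 nM per protein · Incubation – two 1 h room-temperature incubations shielded from light · Measured by – FRET fluorescence · Medium – Tris buffer pH 7.5 with salts and BSA · Benchmarks – unlabeled CBFb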
# p97 inhibitor – blocks human p97 ATPase activity | recombinant p97 ATPase, Kinase-Glo ATP luminescence, 3 h | inhibition, % at 8 µM | 0.42% of 220,000 active; in the data active = inhibition above about 15%;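 also: 0% = DMSO vehicle and 100% = wells lacking enzyme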
# Furin inh – human furin inhibition. P09958. purified furin, fluorogenic substrate cleavage. inhibition, % at 30 µM. 0.061% of 220,000 active. AID 463115; in the data active = inhibition above about 25%; also: inactives centre near -15
# Target sequence (P09958 108-714 limits assumed): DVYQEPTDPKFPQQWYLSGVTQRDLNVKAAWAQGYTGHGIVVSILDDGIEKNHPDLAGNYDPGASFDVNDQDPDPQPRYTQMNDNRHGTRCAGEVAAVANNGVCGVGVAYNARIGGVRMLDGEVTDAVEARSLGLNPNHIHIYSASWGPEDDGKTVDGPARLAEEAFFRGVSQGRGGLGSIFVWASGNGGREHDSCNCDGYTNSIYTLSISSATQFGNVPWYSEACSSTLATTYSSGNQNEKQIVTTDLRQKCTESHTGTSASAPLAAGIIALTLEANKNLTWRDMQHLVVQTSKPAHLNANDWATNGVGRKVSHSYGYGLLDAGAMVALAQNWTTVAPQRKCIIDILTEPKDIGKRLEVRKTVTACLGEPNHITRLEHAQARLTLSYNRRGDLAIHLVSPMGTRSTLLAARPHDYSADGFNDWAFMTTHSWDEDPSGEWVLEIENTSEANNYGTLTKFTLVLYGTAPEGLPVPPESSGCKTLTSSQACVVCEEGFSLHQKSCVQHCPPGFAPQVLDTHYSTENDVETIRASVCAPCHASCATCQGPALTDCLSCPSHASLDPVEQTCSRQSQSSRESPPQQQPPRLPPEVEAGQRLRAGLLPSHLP
# NCF1 inh – p47phox (human) inhibition | p47phox/p22phox peptide binding, fluorescence polarization, 2 h | 0.53% of 220,000 active | P14598 | inhibition, % at 24.7 µM;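 active = inhibition above about 30%, limit read from the data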;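 also: 0% = p47phox with labelled peptide and 100% = labelled peptide alone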
# Target sequence (P14598 whole entry, looked up): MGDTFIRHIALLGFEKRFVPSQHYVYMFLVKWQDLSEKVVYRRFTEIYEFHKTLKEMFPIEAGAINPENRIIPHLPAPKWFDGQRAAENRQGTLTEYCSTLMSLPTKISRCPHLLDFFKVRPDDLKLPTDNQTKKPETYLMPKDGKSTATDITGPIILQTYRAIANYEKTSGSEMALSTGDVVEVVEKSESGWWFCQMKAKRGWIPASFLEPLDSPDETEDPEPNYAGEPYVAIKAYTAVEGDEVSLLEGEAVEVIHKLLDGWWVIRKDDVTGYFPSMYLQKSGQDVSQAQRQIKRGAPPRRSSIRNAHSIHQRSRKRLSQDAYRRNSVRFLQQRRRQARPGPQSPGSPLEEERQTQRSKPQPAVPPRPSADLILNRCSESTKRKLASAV
# * hit, by the source's call; x = no result given; [ ] = remark or other dose.
SMILES,Runt-SMMHC FRET,m-calpain inh,TbHK1 inh,EBV gp42 block,RBBP9 inh,Runt-CBFb FRET,p97 inhibitor,Furin inh,NCF1 inh
Cc1csc(NC(=O)CSc2nc(C(C)C)nc3c2c(=O)n(C)c(=O)n3C)n1,0,41,3,-5,1,x,-2,-11,-21
O=S(=O)(Nc1cccnc1)c1ccccc1,1,6,8,0,13,-2,2,-28,-3
COc1ccc(-c2csc(Nc3cccnc3)n2)cc1,1,1,-2,-4,-1,2,5,-14[20 µM],4
O=[N+]([O-])c1cc(C(F)(F)F)cc([N+](=O)[O-])c1N1CCCNCC1,-1,-24,-4,-4,-4,-1,-5,-26,-14
O=S(=O)(NCC1CCCO1)c1ccc(S(=O)(=O)N(Cc2ccccc2F)C2CCCCC2)cc1 (centres undefined),x,x,4,x,-9,x,-7,-11[20 µM],x
CCc1ccc(C(=O)COC(=O)C(CCSC)NC(=O)C23CC4CC(CC(C4)C2)C3)cc1 (centres undefined),-13,3,4,-6,0,-1,11,-25,1
O=C(C1=C[C@@H](c2ccc(Br)cc2)C[C@@H](OCCCCO)O1)N1CCOCC1,-1,-21,-12,-10,-1,0,3,-32,x
COc1ccc(N=C(NN)c2ccc3ccccc3n2)cc1,14,3,-9,-9,-6,18,0,-19,-5
Nc1nnc(C(F)(F)F)s1,-2,-12,-1,-6,-8,-2,8,-20,-6
O=C(C1=NNC2C(=O)N(c3ccccc3)C(=O)C12)c1nc(Cl)ccc1Cl (centres undefined),4,13,-21,-5,-4,-1,2,-20,-10
CC(=C/c1ccco1)/C=N/NC(=O)c1ccncc1,-5,-12,-99,-12,-2,-1,6,-1,-3
CCOc1ccccc1CN1CCN(CCCn2cccn2)CC1CCO (centres undefined),x,15,8,-1,-10,x,-4,-12,5
Cn1cnnc1SCC(=O)Nc1ccc2nc(SCc3ccccc3Cl)sc2c1,2,-47,2,-1,-6,-2,-9,-5[20 µM],-31
Nc1nc(SC2c3cccc4cccc(c34)C2NS(=O)(=O)c2ccccc2)n[nH]1 (centres undefined),-2,-10,21,0,-4,2,4,-17,-8
COc1ccc(NC(=O)C(=O)NCCN2CCN(C(=O)c3cccs3)CC2)cc1,2,-10,2,-18,-2,-1,6,2[20 µM],-13
Cn1c(SCCC(=O)O)nnc1-c1ccncc1,1,-5,-2,-14,-7,-1,-3,-18[20 µM],4
CC(=O)Nc1ccc(NS(=O)(=O)c2c(Cl)cccc2Cl)cc1,-3,-9,-1,-10,-10,1,7,-20,-11
CCCCc1nnc(NC(=O)C2CC(=O)N(c3ccc(C)cc3)C2)s1 (centres undefined),-1,17,6,-16,-2,-2,1,-20,-3
CCOC(=O)c1ccc(NC(=S)N(CCCN2CCCC(C)C2)Cc2cccs2)cc1 (centres undefined),2,8,-3,0,2,1,1,-23,6
CC(C)n1nc(C(=O)Nc2nc3ccc(S(C)(=O)=O)cc3s2)c2ccccc2c1=O,6,-43,x,-14,x,1,x,x,-3
Cc1nn(CCC#N)c(C)c1Oc1ccccc1O,-3,-17,-11,0,-4,0,3,-34,-15
Cc1nc2ccccc2c(=O)n1/N=C/c1cn(-c2ccccc2)nc1-c1cccs1,-2,-5,4,-5,4,-4,4,-5,1
O=C(NC1=NCCS1)C1CC2CCC1C2 (centres undefined),-4,-21,0,3,-6,-1,4,-19,-10
CCCCN1CCc2[nH]c(=S)[nH]c(=O)c2C1,-6,2,-2,-9,-2,1,5,-17,4
O=C(COC(=O)/C=C/c1ccc(S(=O)(=O)N2CCOCC2)cc1)NCc1ccc(F)cc1,0,-12,-9,-10,2,0,0,-22,-12
CC(CN1C(C)CCCC1C)OC(=O)c1ccc(Cl)cc1Cl (centres undefined),0,17,12,-4,-9,-2,-9,-16,-15
CCOC(=O)C1(CCOc2ccccc2)CCN(Cc2cccn2-c2cccnc2)CC1,-4,8,-3,-12,-2,-3,-4,-22,-5
CSCCC(NS(=O)(=O)/C=C/c1ccccc1)C(=O)N1CCC(C)CC1 (centres undefined),x,11,3,3,-2,x,6,-18,-2
Cc1ccc(OC(=O)C23CC4CC(CC(C4)C2)C3)c(C)n1,1,41,-2,5,2,-2,3,-29,-7
CCCCN(CC)Cc1ccc(CNC(=S)Nc2c(C)cc(C)cc2C)o1,19,-7,0,-9,0,7,2,-27,-8
COC(=O)c1cc(-c2cccs2)nn1-c1ccccc1,0,-14,-1,3,-6,-2,3,-21,1
O=[N+]([O-])c1ccc(NCCCNS(=O)(=O)c2ccc(Cl)cc2)c(Cl)c1,-2,71*,-5,-13,-6,-2,1,-8[20 µM],-8
Cc1coc2c1c(C)cc1oc(=O)c(Cc3ccccc3)c(C)c12,-16,-7,0,-6,-1,-1,5,-20,0
CCC(=O)N1CCCn2c1nc1ccccc12,0,-2,-2,-14,-3,-1,2,-12[20 µM],-1
COc1cc(/C=N/NC(=O)c2ccc3nc[nH]c3c2)ccc1O,-2,-10,-63,-8,-3,3,4,-9,-11
CCOc1cc(-c2nn3cnnc3s2)cc(OCC)c1OCC,2,-8,1,-12,-11,-7,-6,-28,1
CC1(OC(=O)C2CCCC2)C(=O)C=C2C=C(c3ccsc3)N(Cc3ccco3)C=C2C1=O (centres undefined),10,-18,-25,-3,x,10,x,-11,-9
Clc1ccc(Cc2nn3c(Cn4nnc5ccccc54)nnc3s2)cc1,12,2,6,-17,-15,19,2,-26,6
CCOCCCn1c(SC(C(=O)Nc2cc(C)ccc2C)c2ccccc2)nnc1-c1ccc(Cl)cc1 (centres undefined),1,16,4,-15,4,-1,5,-19,-12
CCOc1ccc(Nc2nc(NCc3ccco3)nc(N)c2[N+](=O)[O-])cc1,1,5,-15,-10,-10,-2,-8,-11,-3

# The final six compounds of the part before come first, to join the parts.
SMILES,Runt-SMMHC FRET,m-calpain inh,TbHK1 inh,EBV gp42 block,RBBP9 inh,Runt-CBFb FRET,p97 inhibitor,Furin inh,NCF1 inh
COc1cc(/C=N/NC(=O)c2ccc3nc[nH]c3c2)ccc1O,-2,-10,-63,-8,-3,3,4,-9,-11
CCOc1cc(-c2nn3cnnc3s2)cc(OCC)c1OCC,2,-8,1,-12,-11,-7,-6,-28,1
CC1(OC(=O)C2CCCC2)C(=O)C=C2C=C(c3ccsc3)N(Cc3ccco3)C=C2C1=O (centres undefined),10,-18,-25,-3,x,10,x,-11,-9
Clc1ccc(Cc2nn3c(Cn4nnc5ccccc54)nnc3s2)cc1,12,2,6,-17,-15,19,2,-26,6
CCOCCCn1c(SC(C(=O)Nc2cc(C)ccc2C)c2ccccc2)nnc1-c1ccc(Cl)cc1 (centres undefined),1,16,4,-15,4,-1,5,-19,-12
CCOc1ccc(Nc2nc(NCc3ccco3)nc(N)c2[N+](=O)[O-])cc1,1,5,-15,-10,-10,-2,-8,-11,-3
COc1ccc(NC(=S)NCc2ccccn2)cc1OC,-8,20,6,4,-6,2,-1,-16,3
COc1cccc(N(C(=O)Cn2nnc(-c3ccc(F)cc3)n2)C(C(=O)NCC2CCCO2)c2ccc(Cl)cc2)c1 (centres undefined),1,29,-5,-2,1,-1,-3,-22,5
Cc1cc(C)c2c(N)c(C(=O)N3CCN(c4ncccn4)CC3)sc2n1,4,-172,-6,0,-4,3,-4,-19[20 µM],-10
Cc1cc(C(=O)N2CCc3ccccc32)c2cc(F)ccc2n1,2,-33,-11,-7,-4,1,1,-25,-19
COC(=O)c1cn(C(=O)c2ccc(Br)o2)c2ccccc12,0,16,-2,-3,-8,0,-3,-1,-15
O=C(CN1CCCCCC1)Nc1cccc(Br)c1,1,-11,3,-12,-4,-1,1,-18[20 µM],-7
CCOP(=O)(OCC)C(Nc1ccc([N+](=O)[O-])cc1)c1ccc(Cl)cc1 (centres undefined),1,25,-11,-11,-8,-2,1,-2,-1
Cc1cccc(C)c1-n1cccc1/C=C1/C(=N)N2C(=NC1=O)SN=C2S(C)(=O)=O,-8,14,-13,10,-8,-10,-2,-9,-34
O=C(NCCc1ccc(F)cc1)c1cccs1,-3,24,4,-5,-13,-3,-3,-1[20 µM],-4
COC(=O)c1ccccc1NC(=O)n1cc(C)cn1,1,-56,2,2,0,-1,7,-24,1
CC(C)OC(=O)CSc1nnc(-c2ccc([N+](=O)[O-])cc2)o1,2,12,-10,-7,-11,0,-1,-2,0
N#C/C(=C(/O)c1cc2ccccc2o1)c1nc2ccccc2s1,-19,35,-33,-20,-8,-12,26*,-5,-14
Cc1cccc(NC(=S)NN2CCOCC2)c1C,-8,14,-2,-3,6,2,4,-18[20 µM],3
CCC(C)NC(=O)N[C@@H](CCSC)C(=O)OC (some centres undefined),-2,-24,5,-13,1,-1,3,-17[20 µM],-9
O=C(c1ccc(CN2CCOCC2)cc1)N1CCC(Cc2ccccc2)CC1,3,1,-8,-13,5,-2,-8,-2,-13
O=C(c1cccc(N2C(=O)c3ccccc3C2=O)c1)N1CCCCCC1,-2,-14,3,-3,2,-1,2,-20,-5
CCn1c(=N)n(CC(O)c2cccs2)c2ccccc21 (centres undefined),1,-21,-3,-11,-8,-1,7,-23,7
Cc1ccc(OCC(=O)N2CCC(N3CCCCCC3)CC2)cc1,1,-13,-2,0,-3,-2,3,-24,-12
O=C(O)c1cc(NCc2ccc3c(c2)OCO3)ccc1N1CCOCC1,6,-99,0,9,3,3,12,-15,-4

# 3 compounds from above, ordered by SMILES length, smallest number first.
SMILES,Runt-SMMHC FRET,m-calpain inh,TbHK1 inh,EBV gp42 block,RBBP9 inh,Runt-CBFb FRET,p97 inhibitor,Furin inh,NCF1 inh
CCn1c(=N)n(CC(O)c2cccs2)c2ccccc21 (centres undefined),1,-21,-3,-11,-8,-1,7,-23,7
Cc1cc(C(=O)N2CCc3ccccc32)c2cc(F)ccc2n1,2,-33,-11,-7,-4,1,1,-25,-19
O=C(c1cccc(N2C(=O)c3ccccc3C2=O)c1)N1CCCCCC1,-2,-14,3,-3,2,-1,2,-20,-5

# A few values from the results shown.
# Cc1cc(C(=O)N2CCc3ccccc32)c2cc(F)ccc2n1 in EBV gp42 block: -7
# CCOP(=O)(OCC)C(Nc1ccc([N+](=O)[O-])cc1)c1ccc(Cl)cc1 (centres undefined) in m-calpain inh: 25
# O=C(CN1CCCCCC1)Nc1cccc(Br)c1 in EBV gp42 block: -12
# CCC(C)NC(=O)N[C@@H](CCSC)C(=O)OC (some centres undefined) in m-calpain inh: -24
# Cc1ccc(OCC(=O)N2CCC(N3CCCCCC3)CC2)cc1 in m-calpain inh: -13
